VCAM1 TNFa inh: reduces TNF alpha induced VCAM1 expression in HUVEC | HUVEC TNFa-induced VCAM-1 immunofluorescence, high-content imaging | inhibition, % at 2 µM | hit rate 0.48% among 95,000 | AID 802;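 active = inhibition above the batch mean plus 3 SD, with images confirmed as a hit by eye, cut at about 37% in these data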;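 also: 0% = TNF-stimulated DMSO wells and 100% = unstimulated control wells; not every result past the cut was called active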
PLK1 inh: blocks human PLK1 kinase activity; P53350; inhibition, % at 10 µM; recombinant PLK1 kinase, TR-FRET peptide phosphorylation; hit rate 0.53% among 97,000; AID 619;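 active = inhibition of 50% or more in the single-concentration screen; inactive = inhibition below 50%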;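 also: 0% = DMSO max control and 100% = H-89 dihydrochloride min control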
Target sequence (P53350 whole entry, looked up): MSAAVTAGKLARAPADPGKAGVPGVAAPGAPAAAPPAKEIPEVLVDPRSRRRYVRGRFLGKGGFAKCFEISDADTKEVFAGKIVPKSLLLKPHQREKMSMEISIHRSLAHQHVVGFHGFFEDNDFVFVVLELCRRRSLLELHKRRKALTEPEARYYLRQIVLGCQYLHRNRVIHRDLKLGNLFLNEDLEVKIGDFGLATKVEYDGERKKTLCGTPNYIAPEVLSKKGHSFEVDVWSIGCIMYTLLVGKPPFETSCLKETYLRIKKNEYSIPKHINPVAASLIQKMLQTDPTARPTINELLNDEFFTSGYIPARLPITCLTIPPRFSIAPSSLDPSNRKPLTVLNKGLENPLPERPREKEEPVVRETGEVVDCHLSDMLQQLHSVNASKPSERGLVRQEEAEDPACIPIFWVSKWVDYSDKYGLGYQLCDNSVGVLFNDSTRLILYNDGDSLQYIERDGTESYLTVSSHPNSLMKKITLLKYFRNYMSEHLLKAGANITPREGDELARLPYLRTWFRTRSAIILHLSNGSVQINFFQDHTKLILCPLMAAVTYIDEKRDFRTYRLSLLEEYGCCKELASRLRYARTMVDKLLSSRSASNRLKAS
E coli WT exp: growth inhibitors of E. coli BW25113 wild type. growth inhibition, % at 100 µM. OD600 absorbance. hit rate 0.15% among 98,000;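 active = growth inhibition above about 50% at one test dose, limit read from the data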;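 also: growth measured after 20 h incubation at 37 °C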
F-actin modifier: alters cytoskeleton assembly in HUVEC cells. inhibition, % at 2 µM. HUVEC TNFa F-actin phalloidin imaging, high content. AID 836. hit rate 0.18% among 91,000;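 active = inhibition above the batch mean plus 3 SD and confirmed as a hit by visual image inspection, cut at about 30% in these data, passing the limit was not always enough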; also: strong numbers were not always called active
sEH inhibitor: blocks human soluble epoxide hydrolase activity | P34913 | recombinant human sEH enzymatic activity assay | inhibition, % at 2 µM | hit rate 0.34% among 91,000; in the data active = inhibition above about 80%; also: values of inactives mirror those of a sister screen read the other way; many of its hits are not listed in these tables
HUVEC tox TNFa: toxic to HUVEC cells under TNF alpha stimulation; HUVEC TNFalpha-stimulated, Hoechst cell count, imaging; cell count reduction, % at 2 µM; hit rate 0.17% among 93,000; AID 848;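 active = cell count reduction exceeding the screen mean by over 5 SD, scaled to untreated wells per plate, cut at about 78% in these data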;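 also: cells counted after 24 h of TNF alpha exposure following the 1 h pretreatment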
PLK1 PBD inh: inhibitors of human Plk1 polo box domain binding | inhibition, %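 (tested at about 20 µM)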 | Plk1 PBD phosphopeptide binding, fluorescence polarization | hit rate 0.13% among 97,000 | P53350; in the data active = inhibition above about 34%, passing the limit was not always enough
HUVEC tox IL1B: toxic to HUVEC cells under IL-1B stimulation; HUVEC cell count loss, Hoechst imaging, IL-1B stimulated; cell count reduction, % at 2 µM; hit rate 0.41% among 94,000; AID 845;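 active = cell count reduction more than 3 SD above the screen-wide mean, cut at about 70% in these data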;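 also: normalized per plate to untreated control cells as the no-loss baseline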
DAT uptake mod: human DAT dopamine uptake with cocaine, either direction; B-score at 10 µM; Q01959; hit rate 1.3% among 110,000; LLC-PK1 hDAT cells, [14C]-dopamine uptake with cocaine IC80; actives deviate in either direction; AID 449768;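 active = Z score or B-score, a plate-position-corrected score, falls beyond the plate's 99.7% confidence bounds, in either direction; inactive = both scores lie inside the 99.7% bounds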;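 also: scored against the spread of the other compound wells on the same plate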
Starred values were filed as active, the others as inactive.

For O=C(O)COc1ccc(Oc2ccccc2)cc1 the results were VCAM1 TNFa inh 19, PLK1 inh -7, E coli WT exp -9, F-actin modifier -1, sEH inhibitor 0, HUVEC tox TNFa -9, PLK1 PBD inh 20, HUVEC tox IL1B 8 and DAT uptake mod 0.14.
CC(C)Cc1nc(C(N)=O)c2[nH]c(=O)n(-c3ccc(F)cc3)c2n1 was read as VCAM1 TNFa inh 14, PLK1 inh 1, E coli WT exp 2, F-actin modifier 14, sEH inhibitor -18, HUVEC tox TNFa -27, PLK1 PBD inh 25 and HUVEC tox IL1B -13.
For Cc1ccc(C(=O)Nc2cccc(C(=O)N3CCN(C)CC3)c2)cc1 the results were VCAM1 TNFa inh -4, PLK1 inh -2, E coli WT exp 5, F-actin modifier -17, sEH inhibitor 5, HUVEC tox TNFa 14, PLK1 PBD inh 7, HUVEC tox IL1B 8 and DAT uptake mod 1.1.
For COC(=O)c1sc(NC(=O)CSc2nc3cccnc3n2C2CCCCC2)nc1C the results were VCAM1 TNFa inh -5, PLK1 inh -9, E coli WT exp 3, F-actin modifier -4, sEH inhibitor -6, HUVEC tox TNFa -41, PLK1 PBD inh -10, HUVEC tox IL1B -12 and DAT uptake mod -1.1.
COc1ccccc1OCC(=O)OCC(=O)NCCN1C(=O)CSC1=O was read as VCAM1 TNFa inh 2, PLK1 inh 3, E coli WT exp 7, F-actin modifier 11, sEH inhibitor -3, HUVEC tox TNFa -10, PLK1 PBD inh 11, HUVEC tox IL1B -36 and DAT uptake mod 0.3.
CCOC(=O)N1CCN(c2nc3ccccc3nc2C(C#N)C(=O)NCCc2ccccc2)CC1 (stereo unspecified) was read as VCAM1 TNFa inh 10, PLK1 inh -13, E coli WT exp -8, F-actin modifier -9, sEH inhibitor -6, HUVEC tox TNFa 5, PLK1 PBD inh -1, HUVEC tox IL1B 2 and DAT uptake mod 1.7.
N#Cc1nc(-c2ccco2)oc1N1CCOCC1 was read as VCAM1 TNFa inh 40*, PLK1 inh -12, E coli WT exp 1, F-actin modifier 19, sEH inhibitor 6, HUVEC tox TNFa -31, PLK1 PBD inh 1, HUVEC tox IL1B -77 and DAT uptake mod -0.79.
Screening COc1ccc(OCC(=O)Nc2ccc3c(c2)nc(CN2CCCC2)n3C)cc1 returned VCAM1 TNFa inh 3, PLK1 inh -3, E coli WT exp 7, sEH inhibitor 0, HUVEC tox TNFa -14, PLK1 PBD inh 0, HUVEC tox IL1B -6 and DAT uptake mod -0.72.
Screening CCOC(=O)Cc1nnc(NC(=O)CSc2ccc(C)cc2)s1 returned VCAM1 TNFa inh 10, PLK1 inh -5, E coli WT exp -5, F-actin modifier 12, sEH inhibitor -14, HUVEC tox TNFa -19, PLK1 PBD inh -13, HUVEC tox IL1B 5 and DAT uptake mod -0.54.
`Cc1cc(C)n2cc(CSC3=NCCS3)nc2n1` gave VCAM1 TNFa inh -4, PLK1 inh 5, E coli WT exp -2, sEH inhibitor 1, HUVEC tox TNFa -11, PLK1 PBD inh -3, HUVEC tox IL1B -73 and DAT uptake mod -1.4.
`C#CCSc1nc(-c2ccccc2)cc(C(F)(F)F)c1C#N` gave VCAM1 TNFa inh 10, PLK1 inh 2, E coli WT exp -6, F-actin modifier -11, sEH inhibitor -4, HUVEC tox TNFa -3, PLK1 PBD inh -16, HUVEC tox IL1B -3 and DAT uptake mod 1.1.
Screening CCOC(=O)C1CCN(Cc2cnc(Oc3ccc(Cl)cc3C)s2)CC1 returned VCAM1 TNFa inh -4, PLK1 inh -5, E coli WT exp 2, F-actin modifier 0, sEH inhibitor 2, HUVEC tox TNFa 6, PLK1 PBD inh 6, HUVEC tox IL1B -11 and DAT uptake mod 1.2.
For Cc1ccc(S(=O)(=O)N=C2SCCCS2)cc1 the results were VCAM1 TNFa inh -6, PLK1 inh -3, E coli WT exp 2, F-actin modifier -17, sEH inhibitor 0, HUVEC tox TNFa 17, PLK1 PBD inh 4, HUVEC tox IL1B 6 and DAT uptake mod 0.18.
CCN1N=C(c2cc(Cl)sc2Cl)CSC1=O was read as VCAM1 TNFa inh -9, PLK1 inh -13, F-actin modifier 0, sEH inhibitor -4, HUVEC tox TNFa -17, PLK1 PBD inh -8, HUVEC tox IL1B 38 and DAT uptake mod -0.93.
COC(=O)[C@@H](NC(=O)NCc1ccccc1Cl)C(C)C was read as VCAM1 TNFa inh 28, PLK1 inh 14, E coli WT exp -5, F-actin modifier 16, sEH inhibitor 89*, HUVEC tox TNFa -17, PLK1 PBD inh 20, HUVEC tox IL1B -28 and DAT uptake mod -0.99.
CCOc1ccc(CCn2c(-c3ccco3)nc3ccccc3c2=O)cc1OCC was read as VCAM1 TNFa inh -10, PLK1 inh 6, E coli WT exp -9, F-actin modifier -11, sEH inhibitor -14, HUVEC tox TNFa -5, PLK1 PBD inh 12, HUVEC tox IL1B 8 and DAT uptake mod -0.066.
O=C(c1ccco1)N1CCN(C(=O)c2ccc(COc3ccc(Cl)cc3Cl)o2)CC1 was read as VCAM1 TNFa inh 4, PLK1 inh -2, F-actin modifier -2, sEH inhibitor 5, HUVEC tox TNFa -15, PLK1 PBD inh -2 and DAT uptake mod 2.6.
`CCOC(=O)C1=C(C)N(C2CCCCC2)C(=O)C1` gave VCAM1 TNFa inh -30, PLK1 inh -1, E coli WT exp 3, F-actin modifier 7, HUVEC tox TNFa -30, PLK1 PBD inh -3, HUVEC tox IL1B -24 and DAT uptake mod -0.4.
For O=C(C1CC(=O)N(C2CCCC2)C1)N1CCC(Cc2ccccc2)CC1 (stereo unspecified) the results were VCAM1 TNFa inh -4, PLK1 inh -19, E coli WT exp 2, F-actin modifier -7, sEH inhibitor -7, HUVEC tox TNFa -39, PLK1 PBD inh 0, HUVEC tox IL1B -15 and DAT uptake mod 1.6.
Screening C/C(=N\NC(=O)c1cccc(Br)c1)c1cccc(NC(=O)c2ccc(C)o2)c1 returned VCAM1 TNFa inh 4, PLK1 inh -9, E coli WT exp -16, F-actin modifier -15, sEH inhibitor 0, HUVEC tox TNFa -7, PLK1 PBD inh 0, HUVEC tox IL1B 12 and DAT uptake mod -0.042.
For CN(C)CCNC(=S)Nc1cccc(Cl)c1 the results were VCAM1 TNFa inh -29, PLK1 inh -6, E coli WT exp 7, F-actin modifier -4, sEH inhibitor -6, HUVEC tox TNFa -3, PLK1 PBD inh 15, HUVEC tox IL1B 18 and DAT uptake mod 1.4.
`COc1cccc(C2C3(C#N)C(N)=NC(OC)(OC)C23C#N)c1` (stereo unspecified) gave VCAM1 TNFa inh 9, PLK1 inh -12, E coli WT exp 3, F-actin modifier -6, sEH inhibitor 1, HUVEC tox TNFa 9, PLK1 PBD inh -9, HUVEC tox IL1B -13 and DAT uptake mod -0.76.
For Cc1cc(C(=O)CSc2nnc(-c3ccccc3)n2Cc2ccc3c(c2)OCO3)c(C)n1C the results were VCAM1 TNFa inh 15, PLK1 inh -12, E coli WT exp -8, F-actin modifier 0, sEH inhibitor -7, HUVEC tox TNFa 2, PLK1 PBD inh 33, HUVEC tox IL1B -19 and DAT uptake mod -0.45.
O=C(c1ccco1)N1CCN(S(=O)(=O)c2ccc(C3CCCCC3)cc2)CC1 was read as VCAM1 TNFa inh -15, PLK1 inh -8, E coli WT exp 3, F-actin modifier 13, sEH inhibitor -1, HUVEC tox TNFa -5, PLK1 PBD inh -10, HUVEC tox IL1B -2 and DAT uptake mod -0.32.
For CC(=O)Nc1ccc(S(=O)(=O)Nc2nc3ccccc3nc2Sc2nncn2C)cc1 the results were VCAM1 TNFa inh 13, PLK1 inh 0, E coli WT exp 11, sEH inhibitor -3, HUVEC tox TNFa 1, PLK1 PBD inh -11, HUVEC tox IL1B 5 and DAT uptake mod -2.1.
CC(NS(C)(=O)=O)C(c1cccs1)N1CCN(C)CC1 (stereo unspecified) was read as VCAM1 TNFa inh 16, PLK1 inh -9, E coli WT exp -4, F-actin modifier 2, HUVEC tox TNFa -19, PLK1 PBD inh -8, HUVEC tox IL1B -12 and DAT uptake mod -0.87.
Screening Clc1ccc(-c2nnc3sc(-c4ccccn4)nn23)cc1 returned VCAM1 TNFa inh 7, PLK1 inh -11, E coli WT exp -5, F-actin modifier 8, sEH inhibitor 5, HUVEC tox TNFa -17, PLK1 PBD inh 1, HUVEC tox IL1B -15 and DAT uptake mod -0.2.
For Cc1c(Br)c([N+](=O)[O-])nn1CC(=O)Nc1sc2c(c1C(=O)OC(C)C)CCCC2 the results were VCAM1 TNFa inh 10, PLK1 inh -8, E coli WT exp -7, F-actin modifier 8, sEH inhibitor -8, HUVEC tox TNFa -4, PLK1 PBD inh 7, HUVEC tox IL1B 19 and DAT uptake mod 0.92.
`O=c1cc2c(nn1Cc1cccc(Cl)c1)-c1ccccc1CC2` gave VCAM1 TNFa inh 11, PLK1 inh 2, E coli WT exp -8, F-actin modifier 14, sEH inhibitor 6, HUVEC tox TNFa -25, PLK1 PBD inh 0, HUVEC tox IL1B -6 and DAT uptake mod 0.66.
Screening COC(=O)c1nc2ccc(C)cn2c1F returned VCAM1 TNFa inh 9, PLK1 inh -13, E coli WT exp 13, F-actin modifier -24, HUVEC tox TNFa -21, PLK1 PBD inh 4, HUVEC tox IL1B 12 and DAT uptake mod -2.2.

For convenience, part of the list above.
For Cc1c(Br)c([N+](=O)[O-])nn1CC(=O)Nc1sc2c(c1C(=O)OC(C)C)CCCC2 the results were VCAM1 TNFa inh 10, PLK1 inh -8, E coli WT exp -7, F-actin modifier 8, sEH inhibitor -8, HUVEC tox TNFa -4, PLK1 PBD inh 7, HUVEC tox IL1B 19 and DAT uptake mod 0.92.
`O=c1cc2c(nn1Cc1cccc(Cl)c1)-c1ccccc1CC2` gave VCAM1 TNFa inh 11, PLK1 inh 2, E coli WT exp -8, F-actin modifier 14, sEH inhibitor 6, HUVEC tox TNFa -25, PLK1 PBD inh 0, HUVEC tox IL1B -6 and DAT uptake mod 0.66.
Screening COC(=O)c1nc2ccc(C)cn2c1F returned VCAM1 TNFa inh 9, PLK1 inh -13, E coli WT exp 13, F-actin modifier -24, HUVEC tox TNFa -21, PLK1 PBD inh 4, HUVEC tox IL1B 12 and DAT uptake mod -2.2.

Next part:
CCn1cc(C(=O)N2CC=C(c3ccccc3)CC2)c(=O)c2ccc(C)nc21 was read as VCAM1 TNFa inh -1, PLK1 inh 6, E coli WT exp 8, F-actin modifier -6, HUVEC tox TNFa -10, PLK1 PBD inh 27, HUVEC tox IL1B -11 and DAT uptake mod 0.81.
COc1cc2c(cc1NC(=O)Cn1cnc3c1c(=O)n(C)c(=O)n3C)oc1ccccc12 was read as VCAM1 TNFa inh -7, PLK1 inh -2, E coli WT exp -6, F-actin modifier -2, sEH inhibitor -15, HUVEC tox TNFa -5, PLK1 PBD inh -1, HUVEC tox IL1B 10 and DAT uptake mod 0.086.
`CCn1nnc(C(=O)O)c1C(=O)O` gave VCAM1 TNFa inh -3, PLK1 inh -7, E coli WT exp -2, F-actin modifier -4, sEH inhibitor -7, HUVEC tox TNFa 15, PLK1 PBD inh -2, HUVEC tox IL1B 22 and DAT uptake mod 1.9.
For CC(C)Oc1ccc(C2CC(=O)N(c3cccc(C(=O)O)c3)C2=O)cc1 (stereo unspecified) the results were VCAM1 TNFa inh 14, PLK1 inh 1, E coli WT exp 8, F-actin modifier -2, sEH inhibitor 11, HUVEC tox TNFa -12, PLK1 PBD inh 3, HUVEC tox IL1B 6 and DAT uptake mod -2.5.
